Screening data: PubChem BioAssay, National Center for Advancing Translational Sciences (NCATS)
TRPV1 agonist = HTS Assay for Compounds that Act as Agonists of the Vanilloid Receptor 1. Transient receptor potential cation channel subfamily V member 1 (Homo sapiens), Q8NER1. TRPV1-expressing cells, Fluo-8 calcium influx, agonist mode. activation, % at 8.33 µM. actives 0.19% (n = 320,000); in the data active = activation above about 80%; inconclusive = between about 30% and that limit; also: 0% is about no effect
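Cells expressing TRPV1 were dye-loaded with Fluo-8 and read kinetically: 10 s baseline, 3 min after compound (agonist portion), then 2 min after EC20 capsaicin (allosteric enhancer portion). Calcium-bound dye fluorescence at 480/520 nm.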
Rab9 prom act = qHTS Assay for Rab9 Promoter Activators; actives 2.8% (n = 320,000); Potency, µM (doses to about 9.22 µM), without a hit: at the highest dose activation, negative = inhibition, most hits filed as activators; Huh7 Rab9 promoter-luciferase reporter, luminescence, 24 h; also: potency is read from the fitted curve at half-maximal effect; % of control where 0% means no effect; nearly all actives have a fitted effect of over 60% in size
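Luminescence read-out: Huh7 cells stably expressing Rab9-luciferase, treated 24 h with compound at 37 °C, then lysed with luciferase reagent for 10 min at ambient before reading.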
VP16 counter = VP16 counterscreen qHTS for inhibitors of ROR gamma transcriptional activity. actives 3.5% (n = 310,000). Potency, µM (top dose mostly 53.6 µM), without a hit: at the top dose activity, negative = inhibition, actives largely listed as inhibitors. Drosophila S2 Gal4-VP16 UAS-luciferase, luminescence, 20 h;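 also: Gal4-VP16 expression switched on by copper sulfate through the metallothionein promoter; potency is read from the fitted curve at half-maximal effect; % is scaled to controls: 0 for no effect and ±100 for the full control effect; nearly all actives have a fitted effect of over 50% in size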
FLuc modulator = qHTS profiling assay for firefly luciferase inhibitor/activator using purifed enzyme and Km concentrations of substrates (counterscreen for miR-21 project); Luciferin 4-monooxygenase (Photinus pyralis), P08659; purified FLuc, Km substrates, luminescence inhibition; Potency, µM (series often up to 57.5 µM), for inactives: at the top dose activity change, negative = inhibition, usual class: inhibitors; actives 6.9% (n = 360,000);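 also: potency is read from the fitted curve at half-maximal effect; plate controls were vehicle for no effect and reference inhibitor for full effect; nearly all actives have a fitted effect of over 55% in size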
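Purified P. pyralis luciferase (10nM final) with 10uM D-luciferin and 10uM ATP (Km levels) in 50mM Tris acetate pH 7.5, 10mM Mg acetate, 0.01% Tween-20, 0.05% BSA; qHTS 6-point titration, ~60 µM downward; luminescence read.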
BRCA1 expr up = qHTS Assay to Identify Small Molecule Activators of BRCA1 Expression; actives 1.1% (n = 380,000); Potency, µM (doses to about 46.1 µM), for the others: at the top dose activation, most hits filed as activators; MCF7-BRCA1-FFLuc reporter, luminescence, 48 h; response scale: scaled: vehicle 0%, 10 µM genistein 100%; also: potency is read from the fitted curve at half-maximal effect; nearly all actives have a fitted effect of over 80% in size; some results filed as inactive show a strong effect at the top dose
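Reporter cells (MCF7, BRCA1 promoter-firefly luciferase) received library compounds across a concentration series for 48 h. End-point luminescence was measured and concentration-effect curves derived after normalization.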
ELG1 genotoxic = qHTS screen for small molecules that induce genotoxicity in human embryonic kidney (HEK293T) cells expressing luciferase-tagged ELG1; HEK293T ELG1-luciferase reporter, luminescence, 16 h; Potency, µM (series often up to 46 µM), inactives show top-dose activity change, positive = activation, hits mostly activators; actives 1.3% (n = 330,000); also: potency is read from the fitted curve at half-maximal effect; % of control where 0% means no effect; nearly all actives have a fitted effect of over 60% in size
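Reporter readout depends on ELG1 protein level, which increases with genetic stress. After 16 hr compound exposure at 37 °C, luciferase activity was quantified using ONE-Glo.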
NPC1 promoter act = qHTS Assay for NPC1 Promoter Activators; Huh7 NPC1 promoter luciferase reporter, 24 h; actives 2.4% (n = 320,000); Potency, µM (top dose mostly 9.22 µM), for inactives: at the highest dose activation, hits mostly activators;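 also: potency is read from the fitted curve at half-maximal effect; % of control where 0% means no effect; nearly all actives have a fitted effect of over 60% in size; reporter is driven by a mutant NPC1 promoter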
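Stably transfected Huh7 (NPC1 promoter→luciferase), 1500 cells/well in Opti-MEM + 10% FBS, 2 h settle, then compound 24 h at 37 °C. Luminescence after 10 min with Amplite reagent.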
RORg inh = qHTS for inhibitors of ROR gamma transcriptional activity; Drosophila S2 Gal4-RORgamma UAS-luciferase reporter, 20 h; AID 2551, 2010; Potency, µM (top dose mostly 53.6 µM), without a hit: at the top dose activity change, negative = inhibition, hits mostly inhibitors; Nuclear receptor ROR-gamma (Mus musculus), P51450; actives 5.4% (n = 310,000); also: potency is read from the fitted curve at half-maximal effect; % is scaled to controls: 0 for no effect and ±100 for the full control effect; nearly all actives have a fitted effect of over 60% in size
Target sequence (P51450 whole entry, looked up, the tested form may be a part): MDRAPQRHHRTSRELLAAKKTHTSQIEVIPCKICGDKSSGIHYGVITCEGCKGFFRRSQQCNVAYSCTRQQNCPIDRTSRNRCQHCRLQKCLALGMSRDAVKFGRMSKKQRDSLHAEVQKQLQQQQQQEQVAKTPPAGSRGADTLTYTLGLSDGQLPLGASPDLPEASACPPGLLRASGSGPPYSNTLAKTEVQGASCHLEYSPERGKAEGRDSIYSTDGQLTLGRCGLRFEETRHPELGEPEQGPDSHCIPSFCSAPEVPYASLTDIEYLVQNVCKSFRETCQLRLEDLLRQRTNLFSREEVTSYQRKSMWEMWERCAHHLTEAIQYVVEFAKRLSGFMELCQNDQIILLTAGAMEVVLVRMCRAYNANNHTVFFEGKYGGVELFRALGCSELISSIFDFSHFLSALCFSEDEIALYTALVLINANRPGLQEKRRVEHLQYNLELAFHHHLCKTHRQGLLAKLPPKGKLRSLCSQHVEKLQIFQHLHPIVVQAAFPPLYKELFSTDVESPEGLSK
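In this cell-based reporter format, copper sulfate (700 uM final) drives Gal4–ROR gamma fusion expression from a metallothionein promoter in Drosophila Schneider cells; compounds preincubated 1 hr, reporter read after 20 hr at ambient temperature.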
Tb PFK block = qHTS Assay to Find Inhibitors of T. brucei phosphofructokinase; AID 485367, 2010; Potency, µM (titrated, usually from 57.5 µM), inactives show at the top dose activity, negative = inhibition, hits mostly inhibitors; T. brucei PFK, ADP-Glo luminescence; actives 0.17% (n = 330,000);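 also: potency is read from the fitted curve at half-maximal effect; 0% = uninhibited 1x PFK enzyme wells and -100% = no-enzyme wells; nearly all actives have a fitted effect of over 60% in size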
Target sequence (O15648 whole entry, looked up): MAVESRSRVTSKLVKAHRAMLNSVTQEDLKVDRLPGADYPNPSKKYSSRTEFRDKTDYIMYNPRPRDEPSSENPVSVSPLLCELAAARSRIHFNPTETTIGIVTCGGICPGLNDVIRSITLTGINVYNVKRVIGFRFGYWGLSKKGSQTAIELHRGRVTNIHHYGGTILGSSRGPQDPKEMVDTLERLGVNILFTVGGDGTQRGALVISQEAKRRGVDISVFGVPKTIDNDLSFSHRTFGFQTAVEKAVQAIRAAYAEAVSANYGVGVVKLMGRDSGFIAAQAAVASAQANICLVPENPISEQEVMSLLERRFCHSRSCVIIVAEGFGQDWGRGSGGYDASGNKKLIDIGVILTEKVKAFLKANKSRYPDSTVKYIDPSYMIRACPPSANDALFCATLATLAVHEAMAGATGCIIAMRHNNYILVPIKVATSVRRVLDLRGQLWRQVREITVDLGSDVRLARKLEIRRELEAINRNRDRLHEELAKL
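Compounds were pin-transferred as a titration series up to 57 uM into substrate buffer (0.5 mM F6P, 0.1 mM ATP, pH 8.0), then 1.25 nM PFK was added and reactions ran 45 min before ADP-Glo detection.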
p53 reactivation = qHTS assay for re-activators of p53 using a Luc reporter | H1299 p53-A138V BP100-luciferase reporter, luminescence, 24 h | Potency, µM (titrated, usually from 92.2 µM), for the others: at the highest dose activity change, positive = activation, most hits filed as activators | actives 0.063% (n = 320,000); also: potency is read from the fitted curve at half-maximal effect; % of control where 0% means no effect; nearly all actives have a fitted effect of over 45% in size
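H1299 (p53-null), stable ts p53-A138V + BP100-Luc; 1000 cells/well, Opti-MEM/10% FBS; cpd 4 pt, 1:5; 24 h, 37 deg C, 5% CO2; detection reagent 10 min RT; luminescence.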
ELG1 repair inh = qHTS screen for small molecules that inhibit ELG1-dependent DNA repair in human embryonic kidney (HEK293T) cells expressing luciferase-tagged ELG1 | actives 2.3% (n = 330,000) | HEK293T ELG1-luciferase reporter, luminescence, 16 h; DNA damage induced by 5-fluorouridine | Potency, µM (top dose mostly 46.1 µM), for the others: at the top dose activity change, negative = inhibition, most hits filed as inhibitors | AID 504467, 2011; also: potency is read from the fitted curve at half-maximal effect; % is scaled to controls: 0 for no effect and ±100 for the full control effect; nearly all actives have a fitted effect of over 55% in size
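Cells (2,000 per well) received 5-fluorouridine plus test compound or DMSO and were incubated 16 hr at 37 °C, 5% CO2. Luciferase activity was read by luminescence 30 min after ONE-Glo addition; signal suppression marked inhibition of damage-induced ELG1 function.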
An asterisk follows results filed as active; u = inconclusive; x = not tested or not shown; & = joins results of further samples; [ ] = dose if it differs, or a comment. Unless noted, calls follow the shape of the dose curve; as a rule, active = well fitted curve in the direction sought with a large enough effect; inconclusive = small, poorly fitted or top-dose-only effect, or another doubt; inactive = no such curve, though single readings can be large; an effect the other way counts as inactive or inconclusive. Compounds as they come; overall some 15% were active at least once.

SMILES | TRPV1 agonist | Rab9 prom act | VP16 counter | FLuc modulator | BRCA1 expr up | ELG1 genotoxic | NPC1 promoter act | RORg inh | Tb PFK block | p53 reactivation | ELG1 repair inh
O=C1C=C(c2ccccc2)OC(=O)C1C(=O)c1ccccc1 (configuration not stated) | 0&-3 | 4%&0% | 4%&-2% | 24µM* | 33% | 2%&-1% | 2%&-1% | u | 2%&-4% | 3%&3% | 42%&23%
COc1ccc(CN(C)CC(=O)c2c(N)n(Cc3ccccc3)c(=O)n(C)c2=O)c(OC)c1 | -1 | -6% | -12% | 2% | -4% | -6% | 0% | 5% | -2% | -6% | -5%
Cc1nc(Cl)sc1C(=O)NC(C)c1ccc(Cl)cc1 (configuration not stated) | -1 | -5% | u | 4% | -16% | -2% | -1% | u | -5% | 7% | 0%
CC1CCC(NC(=O)c2ccc(NS(=O)(=O)c3ccc4[nH]c(=O)[nH]c4c3)cc2)CC1 (configuration not stated) | -1 | u | x | u | 88% | 18µM* | u | x | -3% | 22% | u
O=C(Nc1cc2ccccc2oc1=O)c1ccccc1 | 17 | 0.18µM* | u | 0.43µM* | -4% | u | 0.4µM* | u | 1% | -8% | u
N/C(=N\OC(=O)CCCc1ccccc1)c1cccnc1 | 1 | -1% | 5% | 17µM* | 22% | 4% | -2% | 38% | 0% | 17% | 15%
O=C(CCSc1ccccc1)NCCN1CCOCC1 | 0 | 3% | 13% | -2% | 2% | 2% | 6% | 14% | -8% | 11% | -1%
Cc1cc(OCc2cc(C(=O)N3CCCCCC3)no2)cc(C)c1Cl | 27 | 2.5µM* | -14% | 13µM* | u | u | 2.8µM* | u | -2% | u | u
Cc1nn(-c2ccccc2)c2c1C1(C(=O)N(C(C)C)c3ccccc31)C(C#N)=C(N)O2 (configuration not stated) | 20 | 10% | u | 1% | -31% | -7% | -1% | u | 1% | 15% | 0%
CCOC(=O)C1CCCN(C(=O)c2cc(-c3ccccc3)on2)C1 (configuration not stated) | 4 | 4µM* | u | -17% | 0% | u | u | -38% | 0% | 0% | u
OC(CNCc1ccco1)COc1ccccc1 (configuration not stated) | 3 | -6% | -2% | 5% | 0% | 1% | -1% | 16% | -1% | 3% | 5%
CCOC(=O)c1cccc(NC(=O)CCNS(=O)(=O)c2cc(Br)cnc2N)c1 | -4 | 2% | -5% | 1% | 7% | 0%[9.26 µM] | -2% | 11% | 0% | 0% | -3%
O=C(CSc1nnnn1Cc1ccccc1)NC1CCCCC1 | 12 | -7% | 1% | 5% | 10% | 0% | -1% | 36% | 1% | -2% | -6%
Cc1ccc(S(=O)(=O)Nc2c(C)[nH]c(=O)[nH]c2=O)cc1C | -2 | -5% | -1% | 2% | 15% | 1% | -3% | -4% | 10% | 10% | -1%
CCN(c1ccccc1)S(=O)(=O)c1ccc(OC)c(NC(=O)c2ccccc2OC)c1 | 1 | -7% | x | 9% | -25% | -2% | -9% | x | 4% | 3% | u
COc1ccc2cc(OCC(=O)NNC(=O)Nc3ccc(C(C)=O)cc3)ccc2c1 | 1 | 13% | 0% | -4% | 63% | u | 29% | -11% | 0% | 8% | u
O=S1(=O)C=C(SCc2ccccc2)Nc2ccccc21 | 17 | -5% | 9% | -2% | -16% | -3% | 4% | 34% | -4% | -4% | 1%
O=C(c1ccc2nc[nH]c2c1)N1CCc2ccccc2C1 | -1 | -4% | 8% | -4% | -4% | 4% | -3% | 9% | -4% | 0% | -9%
Cc1cc(C)nc(NS(=O)(=O)c2ccc(NC(=O)C3COc4ccccc4O3)cc2)n1 (configuration not stated) | 2 | -6% | -4% | -13% | 2% | 0% | -2% | 2% | u | -1% | 20%
O=C(NNC(=O)c1ccccc1-n1cccc1)c1ccc(Cl)cc1 | x | -1% | -14% | -5% | -3% | 0% | 0% | 14% | 1% | 4% | 0%
COc1ccc(C(C)=O)cc1COC(=O)CCCN1C(=O)c2ccccc2C1=O | 3 | -2% | 3% | 4% | -1% | 0% | -4% | 14% | 1% | -2% | -7%
CC(=O)C[C@@H](O)CC(=O)[C@@H]1OC(=O)CC/C=C\Cc2ccccc21 | 7 | -11% | x | -9% | 0% | 2% | -12% | x | 0% | 2% | 2%
Cc1ccccc1NC(=O)CN(C)S(=O)(=O)c1cccs1 | -1 | 4% | -4% | -1% | -7% | 7% | -1% | 37% | -12% | 9% | u
O=C(NCCc1ccccc1)C1COc2ccccc2O1 (configuration not stated) | 21 | 8% | 3% | -11% | 34% | 7% | 24% | 24% | 0% | 6% | u
S=c1[nH]c2ccccc2n1CCOc1ccccc1 | 5 | 9% | 2.8µM* | u | 10% | -1% | 16% | -15%[1.91 µM] | -15% | 13% | 19%
SMILES | TRPV1 agonist | Rab9 prom act | VP16 counter | FLuc modulator | BRCA1 expr up | ELG1 genotoxic | NPC1 promoter act | RORg inh | Tb PFK block | p53 reactivation | ELG1 repair inh
O=C(CSc1nnc(COc2ccccc2)o1)c1ccccc1 | 10 | -2% | 1% | u | 3% | -1% | -1% | 2% | -4% | 0% | 1%
CCc1c(O)nc(SCC(=O)Nc2ccc(OC)cc2)n(C2CCCCC2)c1=O | 0 | -1% | -22% | 2% | 12% | -7% | -3% | u | -5% | -5% | 1%
COc1ccc(NC(=O)CCc2nc(-c3ccccc3F)no2)cc1 | 13 | 3% | -2% | -3% | -6% | -6% | 1% | 8% | 13% | 2% | -16%
Cc1c(C)n(CC(O)CN2CCOCC2)c2ccccc12 (configuration not stated) | -2 | 3% | 0% | 5% | -4% | -1% | 1% | 5% | -6% | -2% | -7%
Nc1cc(=O)[nH]c(SCC(=O)Nc2nc3ccc([N+](=O)[O-])cc3s2)n1 | -1 | -1% | -7% | u | x | -2% | -3% | -10% | -4% | 1% | 9%
O=C(CSc1nc2ccccc2c(=O)[nH]1)N1CCCCCC1 | 0 | 1% | 6% | u | 37% | 9% | 4% | -1% | -1% | u | u
CCCCOc1ccc(C(C)NC(=O)CCS(=O)(=O)Cc2ccc(C)cc2)cc1 (configuration not stated) | 6 | -5% | -14% | 1% | -20% | 0% | -4% | u | -1% | -9% | -22%
Cc1nn(Cc2ccccc2Cl)c2sc(C(=O)Nc3nccs3)cc12 | 20 | -5% | u | -3% | -48% | 1% | -8% | 10µM* | 0% | 3% | -28%
CC(=O)Nc1c2c(nn1-c1cccc(Cl)c1)CS(=O)C2 (configuration not stated) | -7 | 2% | -4% | 0% | 0% | 1% | 1% | -7% | 0% | -1% | u
CSc1ncccc1C(=O)OCC(=O)Nc1ccc(C)c(S(=O)(=O)N2CCOCC2)c1 | x | x | x | x | -3% | 1% | x | x | 11% | -1% | u
COC(=O)c1cccc(NC(=O)C2COc3ccccc3O2)c1 (configuration not stated) | 26 | u | 13% | 17µM* | -2% | 18µM* | u | u | -4% | u | u
CC(=O)c1c(C)[nH]c(C(=O)CSc2nnc(C3CCCCC3)n2N)c1C | -3 | -3% | -4% | -1%[2.3 µM] | -45% | -7% | -2% | 7% | 16% | -4% | u
COC(=O)c1oc2c(c1C)C1(CCC2)SCCS1 | 0 | -7% | 7% | -14% | -29% | -1% | -3% | u | -8% | 5% | -19%
Cc1cccc(NC(=O)c2ccc(-c3ccccc3[N+](=O)[O-])o2)c1 | -8 | u | -14% | u | 24% | 4% | u | -14% | -4% | -2% | -11%

Sorted by formula weight (largest number first): three of the compounds above.
SMILES | TRPV1 agonist | Rab9 prom act | VP16 counter | FLuc modulator | BRCA1 expr up | ELG1 genotoxic | NPC1 promoter act | RORg inh | Tb PFK block | p53 reactivation | ELG1 repair inh
O=C(CSc1nnnn1Cc1ccccc1)NC1CCCCC1 | 12 | -7% | 1% | 5% | 10% | 0% | -1% | 36% | 1% | -2% | -6%
O=C(CSc1nnc(COc2ccccc2)o1)c1ccccc1 | 10 | -2% | 1% | u | 3% | -1% | -1% | 2% | -4% | 0% | 1%
S=c1[nH]c2ccccc2n1CCOc1ccccc1 | 5 | 9% | 2.8µM* | u | 10% | -1% | 16% | -15%[1.91 µM] | -15% | 13% | 19%
